D1 antagonist: antagonists of human D1 dopamine receptor; AID 504652; actives 3.2% (n = 360,000); HEK293 TREx D1 cells, calcium flux, dopamine EC80; hits give low values; activity change, negative = inhibition, % at 10 µM; P21728; in the data active means activity change below about -30%; further: on the % scale 0 is the no-effect control and ±100 the full control effect
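Allosteric or orthosteric antagonism assessed as attenuation of the calcium response to EC80 dopamine, added 180 s after compound, in induced HEK293 Trex D1 cells loaded with no-wash calcium dye.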
D1 ag: human D1 receptor agonism. AID 504660. actives 1% (n = 360,000). P21728. HEK293 T-REx D1 cells, calcium flux, agonist mode. activation, % at 2 µM; further: 0% is about no effect
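Inducible HEK293 T-REx D1 cells, force-coupled to calcium signalling, were plated at 4000 cells/well with tetracycline and held overnight at 30 C. After no-wash calcium dye loading, compound-evoked calcium rise over 180 s flagged agonists.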
D2 potentiator: positively modulates the human D2 dopamine receptor allosterically; P14416; actives 0.34% (n = 340,000); potentiation, % at 10 µM; HEK293 T-REx D2, calcium flux, EC20 dopamine potentiation;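 active means potentiation over 3 SD above the plate norm, cut at about 30% in these data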; further: 0% is about no effect
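Tetracycline-induced HEK293 T-REx cells force-coupled to calcium signalling expressed D2; compounds were pin-added after a 10 s baseline, read kinetically 180 s, then an EC20 dopamine challenge followed with a further 180 s calcium read.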
RXFP1 antag: blocks the human relaxin receptor RXFP1. activity change, negative = inhibition, % at 57.5 µM. actives 0.59% (n = 350,000). HEK293-RXFP1, relaxin-stimulated cAMP HTRF, 30 min; hits give low values;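 active means activity change of -60% or lower, but not beyond a set lower limit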; further: on the % scale 0 is the no-effect control and ±100 the full control effect
Target sequence (Q9HBX9 whole entry, looked up): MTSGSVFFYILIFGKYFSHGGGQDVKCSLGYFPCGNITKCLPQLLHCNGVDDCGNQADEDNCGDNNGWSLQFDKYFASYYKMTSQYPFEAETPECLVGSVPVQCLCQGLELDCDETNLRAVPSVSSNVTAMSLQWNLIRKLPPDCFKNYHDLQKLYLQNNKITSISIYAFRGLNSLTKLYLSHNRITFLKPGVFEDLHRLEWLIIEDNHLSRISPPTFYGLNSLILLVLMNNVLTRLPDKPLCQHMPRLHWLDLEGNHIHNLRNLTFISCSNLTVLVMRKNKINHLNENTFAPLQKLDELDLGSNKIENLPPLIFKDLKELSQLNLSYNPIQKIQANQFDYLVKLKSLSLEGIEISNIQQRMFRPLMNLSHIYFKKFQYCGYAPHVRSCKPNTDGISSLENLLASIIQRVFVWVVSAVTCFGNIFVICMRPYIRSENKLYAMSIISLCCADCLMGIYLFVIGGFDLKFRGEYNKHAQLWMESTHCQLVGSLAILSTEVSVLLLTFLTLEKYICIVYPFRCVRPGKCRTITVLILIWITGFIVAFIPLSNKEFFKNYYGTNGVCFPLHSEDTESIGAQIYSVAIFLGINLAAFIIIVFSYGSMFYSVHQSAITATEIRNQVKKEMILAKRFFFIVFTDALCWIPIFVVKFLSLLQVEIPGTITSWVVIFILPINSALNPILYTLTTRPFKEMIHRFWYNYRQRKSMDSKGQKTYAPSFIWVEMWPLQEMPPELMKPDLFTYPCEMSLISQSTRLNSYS
TRHR PAM: allosterically enhances the human TRH receptor; P34981; TRHR cells, fluo-8 calcium fluorescence, EC20 TRH enhancement; enhancement, % at 2 µM; actives 0.66% (n = 360,000); in the data active means enhancement above about 30%; further: 0% is about no effect
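Enhancer read-out: after compound pinning and an initial kinetic agonist-mode read, an EC20 of TRH (10 nM final) was injected and fluo-8 calcium signal (Ex 480/Em 530) followed at 1 s/cycle for 100 cycles in TRHR-expressing cells.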
D2 antag: D2 dopamine receptor (human) antagonism; HEK293 TREx D2 cells, calcium flux, dopamine EC80; inhibition, % at 10 µM; actives 2% (n = 340,000); AID 485344; in the data active means inhibition above about 30%; further: 0% is about no effect
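Cells plated overnight at 30 C with tetracycline; no-wash calcium dye, 30–90 min RT; 10 s baseline; compound pinned; 180 s read; EC80 dopamine added; another 180 s read.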
D1 PAM: potentiators of human D1 dopamine receptor. P21728. HEK293 TREx D1 cells, calcium flux, dopamine EC20 potentiation. potentiation, % at 10 µM. actives 0.036% (n = 360,000); in the data active means potentiation above about 30%; further: 0% is about no effect
TRHR agonist: activates the human TRH receptor; actives 0.18% (n = 360,000); P34981; TRHR cells, calcium flux fluo-8, FDSS agonist mode; AID 493084; activation, % at 2 µM; further: 0% is about no effect
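TRHR-expressing cells loaded with fluo-8 calcium dye; 23 nL library compound pin-transferred, kinetic FDSS fluorescence (Ex 480/Em 530) recorded about 180 s for agonist-induced calcium release, before a 10 nM TRH EC20 addition for potentiator mode.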
D2 agonist: D2 dopamine receptor (human) agonism. P14416. actives 0.53% (n = 340,000). activation, % at 2 µM. HEK293 T-REx D2 cells, calcium flux agonist mode;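 active means activation over 3 SD above normal in the single-dose calcium agonist read, cut at about 30% in these data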; further: 0% is about no effect
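Tetracycline-induced HEK293 T-REx cells with force-coupled D2 receptor, plated overnight at 30 C, loaded with no-wash calcium dye. After a 10 s baseline, compound was pin-added and calcium flux read kinetically for 180 s; calcium rises flagged agonists.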
* marks the source's active call; other numbers are inactive results; nt = no result given; & = joins results of further samples. Unless noted, no stated cut-off is given here; in the data, active means activation above about 30%; inactive means the rest.

Start of the data: the first two entries, ahead of the listing:
The line under a structure holds: D1 antagonist	D1 ag	D2 potentiator	RXFP1 antag	TRHR PAM	D2 antag	D1 PAM	TRHR agonist	D2 agonist
- O=C(CCc1nnc2n(Cc3ccccc3)c(=O)c3ccccc3n12)NCCCN1CCCCC1
  9	2	0	-3	5	-6	-7	-0.1	-0.6
- CC(=O)Nc1cccc2c1C(=O)N(c1ccccc1C)C2=O
  -5	0	-3	6	-1	0	-2	0.1	0.3

All compounds of this part, repeating the preview:
The line under a structure holds: D1 antagonist	D1 ag	D2 potentiator	RXFP1 antag	TRHR PAM	D2 antag	D1 PAM	TRHR agonist	D2 agonist
- O=C(CCc1nnc2n(Cc3ccccc3)c(=O)c3ccccc3n12)NCCCN1CCCCC1
  9	2	0	-3	5	-6	-7	-0.1	-0.6
- CC(=O)Nc1cccc2c1C(=O)N(c1ccccc1C)C2=O
  -5	0	-3	6	-1	0	-2	0.1	0.3
- O=C(CN(C1CCCCC1)S(=O)(=O)c1ccc(Br)cc1)NCc1cccnc1
  3	2	-9	-8	-5	0	5	0.1	0.6
- Cc1ccc(NC(=O)N2CCCC2c2cccs2)cc1 (configuration not stated)
  -10	8	-2	0	12	-10	1	0.4	0.1
- COc1cc(NC(=O)c2nn(C)c3c2CS(=O)(=O)c2ccccc2-3)cc(OC)c1
  -5&-5	5&6	24&-11	-4	-1&-1	-15	-8&2	1.3&0.1	1.5&0.3
- Cn1cncc1C#Cc1ccc2cc(CCCO)oc(=O)c2c1
  nt	-2	-8	nt	0	10	1	-0.3	-1.0
- COc1ccc(C(=O)NCc2nnc(SCC(=O)NCCc3ccccc3)o2)cc1
  10	1	4	1	36*	-16	5	-0.4	0.0
- NC(=O)CC(CC(=O)OCc1ccccc1)c1ccccc1 (configuration not stated)
  -24	0	2	3	-8	-12	-8	0.1	0.2
- O=c1c2ccccc2nnn1COc1cccc(Cl)c1
  2	4	0	-2	-3	nt	-1	0.0	nt
- Nc1nc(=S)n(-c2ccccc2)[nH]1
  -18	2	nt	-11	6	3	-1	-0.6	-0.9
- CCOC(=O)c1ccc(NC(=S)NNC(=O)c2cc(-c3cccnc3)nc3ccccc23)cc1
  -5	5	6	-16	4	15	4	23	1.6
- CCc1ccc(-c2nnn(CCC#N)n2)cc1
  -17	1	0	-1	4	-5	-7	0.1	-2.5
- Cn1cccc1CC(=O)NNC(=S)Nc1ccccc1Cl
  -5	0	-2	12	-2	12	-3	0.1	-0.4
- COc1cc(Cl)ccc1Nc1ncc(C(=O)N2CCN(c3ccccc3OC)CC2)c2ccccc12
  4	-1	-3	nt	-11	nt	-1	-0.1	0.0
- CCC(=O)N1c2ccc(S(=O)(=O)CCC(=O)N3CCN(c4ccccc4F)CC3)cc2CC1C (configuration not stated)
  -19	8	5	10	-2	-7	-5	0.0	0.2
- CCOc1ccc(N2C(=O)CC(N3CCN(C(=O)CN4CCCC4)CC3)C2=O)cc1 (configuration not stated)
  1	1	-4	20	-1	3	-1	0.3	-0.5
- Cc1ccc(SCC(=O)OCC(=O)N(C)CC(=O)Nc2ccc(F)cc2)cc1C
  62	53*	6	-5	35*	38*	8	-0.2	12
- Cc1ccc(CSc2nnc(-n3c(=O)c(C#N)cc4c(=O)n5cc(C)ccc5nc43)s2)cc1
  15	0	-2	4	11	nt	-2	1.3	0.2
- Cc1cc(C(=O)NCc2cc(F)cc3c2OCOC3)nn1C
  2	1	-5	-8	-6	5	-2	-0.5	0.1
- Cc1coc2cc3oc(=O)c(CC(=O)NCc4cccc(Cl)c4)c(C)c3cc12
  -3	10	3	9	1	nt	-1	-0.1	nt
- CCOC(=O)CSC1=C(C#N)C(=O)NC(c2ccc(OC)c(OC)c2)S1 (configuration not stated)
  7	3	-2	2	8	1	-5	0.5	-0.1
- O=C(COC(=O)c1cc(S(=O)(=O)N2CCOCC2)ccc1O)NCCc1ccccc1
  nt	1	14	3	12	-15	1	0.1	0.1
- COCCNC(=O)CN(CCc1ccccc1)S(=O)(=O)c1ccc(OC)cc1
  2	1	16	-1	-13	-3	-1	-1.9	-0.5
- O=C(Cc1c(F)cccc1Cl)N/N=C/c1cccs1
  9	2	10	8	24	-4	11	1.2	-0.1
- O=C(Nc1cccnc1)/C(N=Nc1ccc(Cl)c(C(F)(F)F)c1)=C(\O)c1ccccc1
  14	2	-10	-12	-2	-7	-2	-2.0	4.3
- C/[N+]([O-])=C/c1c(OCc2ccc(Cl)cc2Cl)ccc2ccccc12
  -13	1	8	1	0	-7	-2	0.1	0.3
- Cc1ccc(CCNC(=O)c2cc3c(-c4ccccc4F)nn(C)c3s2)cc1
  -5	9	-14	nt	10	nt	3	0.6	0.4
- O=C(Nc1cc(Cl)ccc1Oc1ccccc1)c1ccccc1F
  62	21	15	nt	-1	29	-2	-0.5	2.4
- CC(C)OCc1cc(CN2CCN(c3cccc(C(F)(F)F)c3)CC2)c(O)c2ncccc12
  -1	3	8	-3	-2	nt	-2	-2.2	-1.0
- CCOC(=O)C1CCCN(Cc2c(C(=O)N3CCOCC3)nc3ccccn23)C1 (configuration not stated)
  -9	0	14	-32	-4	1	7	0.1	1.1

Other structures
The line under a structure holds: D1 antagonist	D1 ag	D2 potentiator	RXFP1 antag	TRHR PAM	D2 antag	D1 PAM	TRHR agonist	D2 agonist
- COc1ccc(C(=O)NCc2ccc3c(c2)CCN3C(=O)c2ccccc2)cc1
  -3	0	4	-8	0	nt	1	-0.6	0.9
- CNc1ncc(C(=O)c2ccc(Cl)cc2)s1
  0	1	-10	2	0	1	-1	-0.8	-0.2
- Cc1nc(C)c(C(=O)O)s1
  4	0	11	18	-1	1	3	-0.4	0.7
- CN(C)c1ccc(C(=O)N2CCN(c3cc(C(F)(F)F)nc4ccccc34)CC2)cc1
  -3	1	1	-13	-8	-5	3	-0.2	-0.6
- Cc1nc(COc2ccc(C(=O)NCc3ccccc3CN3CCCCC3)cc2)cs1
  -64*	34*	15	-3	13	-21	4	-0.9	-0.6
- Cc1ccc(S(=O)(=O)N2CCCC2C(=O)Nc2nccs2)cc1 (configuration not stated)
  3	0	5	5	3	0	-2	0.0	-0.2
- O=S(=O)(Cc1ccccc1)Nc1ccccc1
  -11	3	8	3	-3	21	-3	0.3	-0.2
- Cc1ccc(F)cc1NC(=O)CSc1nc(Nc2ccccc2)nc(N2CCOCC2)n1
  6	3	1	2	-8	6	2	-0.3	0.5
- c1ccc(-c2nc(Sc3ncnc4c3cnn4-c3ccccc3)n[nH]2)cc1
  -7	3	1	nt	-12	3	-1	0.4	0.1
- CC(=O)c1ccc(N2C(=O)N(Cc3cccc(C(F)(F)F)c3)c3ccccc3S2(=O)=O)cc1
  5	5	-5	nt	3	nt	-3	0.3	0.8
- Cc1oc(-c2ccc3c(c2)OCCO3)cc1C(=O)NC(Cc1ccccc1)C(=O)O (configuration not stated)
  -4	1	-7	-7	-1	1	1	0.7	-1.0
- OCC[C@@H]1C[C@H](O)[C@@H](O)[C@]2(CCc3ccccc3CO2)O1
  7	1	-1	nt	0	12	-5	0.5	0.6
- Cc1cc(C)cc(N(C(=O)C2CCCC2)C2C=CS(=O)(=O)C2)c1 (configuration not stated)
  20	0	2	-16	-1	5	-4	-0.5	-0.5
- COc1ccc(NC(=O)c2sc3cc(C(F)(F)F)cnc3c2-c2cccs2)cc1
  -2	1	-1	1	4	-6	10	0.6	-0.3
- COc1cccc(/C(C)=N/N=C(\C)c2cccc(OC)c2)c1
  8	10	1	0	-1	-13	16	-0.2	-0.4
- O=C1COc2ccc(-c3cc(-c4ccc(F)cc4)c4c(n3)-c3cc(Cl)ccc3OC4)cc2N1
  -2	0	nt	nt	-2	nt	-1	0.4	0.4
- COc1cccc(CNC(=O)CSc2n[nH]c(-c3ccccc3Cl)n2)c1OC
  -4	3	-1	-14	-11	nt	-3	-0.8	-1.8
- CCOc1ccccc1NC1=NCC(=O)N1Cc1ccc(F)cc1
  -11	3	1	-3	-7	-11	-7	-1.5	0.3
- COc1ccc(/C=N/NC(=O)CNc2c(Br)cc(C)cc2Br)c(C(=O)O)c1OC
  -3	-3	-14	-1	4	9	-4	0.5	0.9
- O=C(Nc1cc(Cl)ccc1Cl)c1cc(-c2ccco2)on1
  -3	1	-3	-7	0	10	-3	1.3	0.9
- COc1ccc(-c2nn(-c3ccccc3)cc2/C=N/NC(=O)c2ccc3c(c2)OCO3)cc1
  3	2	22	nt	-2	9	-3	0.5	0.2
- CCOC(=O)c1cc(-c2ccc(C)cc2)nc2nc(SC)[nH]c(=O)c12
  6	1	2	4	-3	15	-2	-0.3	0.0
- CC(=O)c1sc(NC(=O)COc2ccc(C)c(C)c2)nc1C
  -6	7	nt	-13	2	nt	-7	-0.3	nt
- Cc1ccc(-c2nnn(CC(=O)N(c3ccccc3F)C(CC(C)C)C(=O)NCC3CCCO3)n2)cc1 (configuration not stated)
  -38*	1	2	-2	11	16	0	-0.2	0.1
- CCc1ccc(NC(=O)c2sc3nc(C)cc(C)c3c2NC(=O)c2ccccc2OC)cc1
  0	0	16	nt	40*	nt	-2	0.0	-0.7
- Cc1nnc(SCC(=O)Nc2nccs2)[nH]c1=O
  -16	2	-10	0	7	-23	7	-0.4	0.0

5 compounds from above, reduced to TRHR PAM and D1 PAM:
structure,TRHR PAM,D1 PAM
O=C1COc2ccc(-c3cc(-c4ccc(F)cc4)c4c(n3)-c3cc(Cl)ccc3OC4)cc2N1,-2,-1
COc1cccc(CNC(=O)CSc2n[nH]c(-c3ccccc3Cl)n2)c1OC,-11,-3
CCOc1ccccc1NC1=NCC(=O)N1Cc1ccc(F)cc1,-7,-7
COc1ccc(/C=N/NC(=O)CNc2c(Br)cc(C)cc2Br)c(C(=O)O)c1OC,4,-4
O=C(Nc1cc(Cl)ccc1Cl)c1cc(-c2ccco2)on1,0,-3

High-throughput results from PubChem.

The order is random; about 7.1% have a hit in one of these screens.
